# High-throughput results (PubChem)
# ARNT-TACC3 inh: disruptors of ARNT/TACC3 protein interaction, primary screen, biochemical, AlphaScreen, single concentration; AlphaScreen His-ARNT PAS-B/GST-TACC3 binding, luminescence; TACC3 fragment carries E629A point mutation; 390,000 compounds, 0.66% hits; inhibition, % at 9.99 µM; Transforming acidic coiled-coil-containing protein 3 (Homo sapiens), Q9Y6A5; AID 623870, 2012;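 active = mean inhibition of replicates at least 50% and at least half of replicates each reaching 50%; inconclusive = half or more replicates reach 50% but mean below 50%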;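 also: 0% = complete ARNT plus TACC3 wells and 100% = ARNT alone without TACC3; many hits fall short of the cut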
# RAD52 inh: RAD52 DNA annealing inhibitors, primary screen, biochemical, FRET, single point, set 2; DNA repair protein RAD52 homolog (Homo sapiens), P43351; recombinant RAD52 DNA annealing, FRET fluorescence; inhibition, % at 18.7 µM; 360,000 compounds, 0.46% hits;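 active = every replicate showing at least 50% inhibition; inconclusive = mean inhibition at least 50% but not in every replicate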
# Target sequence (P43351 whole entry, looked up): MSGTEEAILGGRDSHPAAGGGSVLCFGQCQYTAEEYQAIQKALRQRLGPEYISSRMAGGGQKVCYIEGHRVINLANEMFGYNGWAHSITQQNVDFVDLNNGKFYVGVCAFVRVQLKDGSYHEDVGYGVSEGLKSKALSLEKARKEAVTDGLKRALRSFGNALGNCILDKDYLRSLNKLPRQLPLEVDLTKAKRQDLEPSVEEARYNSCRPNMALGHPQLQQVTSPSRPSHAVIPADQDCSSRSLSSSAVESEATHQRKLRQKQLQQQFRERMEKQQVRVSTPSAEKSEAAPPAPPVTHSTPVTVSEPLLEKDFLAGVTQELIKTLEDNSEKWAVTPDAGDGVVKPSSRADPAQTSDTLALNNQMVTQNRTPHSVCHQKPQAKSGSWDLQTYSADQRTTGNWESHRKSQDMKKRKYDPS
# Casp6 inh: human caspase-6 inhibitors, primary screen, biochemical, VEID-R110 fluorescence, single point, set 2 | P55212 | purified caspase-6, Z-VEID-R110 cleavage fluorescence | inhibition, % at 12.5 µM | 350,000 compounds, 0.53% hits | AID 686996, 2013;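 active = mean inhibition across replicates at least about 35%, with every replicate also reaching that limit, limit read from the data; inconclusive = only one of the two criteria met; inactive = neither criterion met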;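 also: 0% = median of neutral control wells and 100% = no fluorescence left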
# esBAF inh: Bmi1 luciferase reporter increase in mESCs, primary screen, esBAF inhibitor project, mouse ES cells, Bmi1 luciferase knock-in, single point; 24 h; 100% = twice the neutral-well signal; reporter increase, % at 12.5 µM; 350,000 compounds, 2% hits; AID 602393, 2012; in the data active = activation above about 40%; inconclusive = no clear call, values can overlap the other calls;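 also: 0% = median of the plate's neutral control wells and 100% = double that signal; a rise in the Bmi1 reporter signal indicates esBAF inhibition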
# RAD54 inh: inhibitors of human RAD54 branch migration, primary screen, biochemical, fluorescence, single point; inhibition, % at 10.4 µM; RAD54 Holliday junction branch migration, FAM/BHQ fluorescence; DNA repair and recombination protein RAD54-like (Homo sapiens), Q92698; 360,000 compounds, 0.14% hits; AID 602329, 2012;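 active = mean normalized replicate activity at least 40 and at least half of replicates scoring 40 or more; inconclusive = only one of the two criteria met; inactive = mean below 40 and under half of replicates reaching 40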;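 also: 0% = median of neutral control wells and 100% = median of positive control wells; inhibitors cause a drop in the FAM fluorescence signal; in these data hits start at about 50%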
# E-selectin induc: E-selectin induction in HUVECs, primary screen, imaging, HUVEC, immunofluorescence imaging, single point | P16581 | 260,000 compounds, 0.37% hits | activation, % at 7.58 µM | normalized: neutral wells 0, TNF-alpha wells 100;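 active = mean E-selectin-positive cell signal at least 10% of the positive control, reached in at least 60% of replicates, without over 20% cell loss; inconclusive = no rule given, readout overlaps actives, possibly toxicity-flagged; inactive = the rest, including those meeting only one limit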;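 also: in these data hits start at about 27%; measured in HUVEC primary endothelial cells; signal is the percent of cells scored E-selectin positive by PE staining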
#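 Test system: HUVEC; input: 3,000 HUVEC/well; measured by: immunofluorescence imaging; read-out: % PE-positive cells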
# PglD inh: C. jejuni PglD acetyltransferase inhibitors, primary screen, biochemical, DTNB colorimetric, single point | AID 602405, 2012 | UDP-N-acetylbacillosamine N-acetyltransferase PglD (Campylobacter jejuni) | 360,000 compounds, 0.098% hits | inhibition, % at 12.5 µM | purified PglD enzyme, DTNB colorimetric CoA detection; in the data active = inhibition above about 16%, passing the limit was not always enough; inconclusive = no clear call, values can overlap the other calls; also: strong numbers were not always called active
# ERp5 block: inhibitors of ERp5-driven insulin aggregation, primary screen, biochemical, turbidity, absorbance 650 nm, single point; 90 min; inhibition, % at 9.99 µM; 350,000 compounds, 0.05% hits;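 active = mean replicate inhibition above about 25%, with every replicate also reaching it, limit read from the data, passing the limit was not always enough; inconclusive = only one of those two criteria met; inactive = neither criterion met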
# Target sequence (Q15084 whole entry, looked up): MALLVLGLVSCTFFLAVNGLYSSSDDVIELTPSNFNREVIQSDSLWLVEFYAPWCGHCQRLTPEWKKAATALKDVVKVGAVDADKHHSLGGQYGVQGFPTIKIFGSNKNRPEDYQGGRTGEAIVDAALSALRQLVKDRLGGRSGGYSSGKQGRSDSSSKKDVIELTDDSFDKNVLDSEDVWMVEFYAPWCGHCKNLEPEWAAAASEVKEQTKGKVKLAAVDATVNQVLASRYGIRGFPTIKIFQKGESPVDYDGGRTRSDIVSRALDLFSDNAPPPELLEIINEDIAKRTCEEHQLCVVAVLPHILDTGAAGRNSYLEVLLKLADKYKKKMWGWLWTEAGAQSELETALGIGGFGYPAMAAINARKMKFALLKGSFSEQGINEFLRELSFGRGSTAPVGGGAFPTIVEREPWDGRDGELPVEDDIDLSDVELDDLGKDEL
# Active calls of the source: *; ? = inconclusive; . = no result given.
# Value order – esBAF inh, Casp6 inh, E-selectin induc, ERp5 block, RAD52 inh, PglD inh, ARNT-TACC3 inh, RAD54 inh
- O=C(CN1C(=O)C2C3C=CC(C3)C2C1=O)Nc1cccc(S(=O)(=O)N2CCCC2)c1 (stereo unspecified)
  ., ., -0.2, ., ., -4, 0, 2
- O=C(C[C@@H]1CC[C@H]2[C@@H](COC[C@H](O)CN2Cc2cccc(C(F)(F)F)c2)O1)NCCc1ccccc1
  -1, 13, 0.1, -12, 11, -4, ., -3
- CCCCN(CCCC)C(=O)c1cc2ccccc2c(=O)o1
  ., 1, -1.7, -6, -14, -2, -2, 0
- O=C(CN1C(=O)C2CCCCC2C1=O)Nc1ccccc1C(=O)O (stereo unspecified)
  -1, 4, ., 2, -2, -3, ., -9
- COC(=O)CNC(=O)c1ccccc1C
  4, ., ., ., ., 1, -11, -5
- CCNC(=S)Nc1ccc(Cl)c(C(F)(F)F)c1
  ., ., 1.3, ., ., 3, -3, 4
- CC(C)NC(=O)N[C@@H]1CC[C@H](CCNC(=O)C2CC2)O[C@H]1CO
  -4, -1, -0.5, 2, 22, -4, -3, 6
- CCOCCN1CCN(c2c3c(nc4cc(-c5ccc(F)cc5)nn24)CCC3)CC1
  18, ., ., ., ., -1, -3, 4
- CN(C(=O)COC(=O)c1cc([N+](=O)[O-])ccc1N1CCCC1)C1CCS(=O)(=O)C1 (stereo unspecified)
  ., 2, 0.1, 1, -16, ., -5, .
- CC(C)c1ccc(O)c(NC(=O)c2ncn[nH]2)c1
  4, 1, ., -2, -1, -1, 31*, 8
- O=C(/C=C/c1ccc(O)c(O)c1)OC(Cc1ccc(O)c(O)c1)C(=O)O (stereo unspecified)
  10, 26, ., 0, -18, 12, ., -10
- CC(C)CNC(=S)Nc1ccc(Oc2ccccc2)cc1
  ., -1, ., 4, -10, ., 5, .
- CN(C)CCCNC(=O)C[C@H]1C=C[C@H](NS(=O)(=O)c2ccc(F)cc2)[C@@H](CO)O1
  0, 3, -1.1, 0, 6, 37, 10, -12
- CN1CCN(C(=O)C[C@@H]2CC[C@@H]3[C@H](COC[C@@H](O)CN3CC3CCOCC3)O2)CC1
  5, ., -0.1, ., ., -5, 14, -8
- O=C(C[C@@H]1CC[C@@H](NC(=O)Cc2cccnc2)[C@H](CO)O1)NCc1ccc2c(c1)OCO2
  1, -2, -0.4, 0, 11, -3, -19, 3
- COCc1c(N)c(C)nc(Cl)c1C#N
  ., 1, ., 0, 2, ., -13, .
- NC(=O)c1ccccc1NS(=O)(=O)c1ccccc1
  0, ., ., ., ., 1, -5, -4
- CNc1cncc(-c2ccc(C)cc2)n1
  ?, -1, 0.3, 2, -15, -1, ., 18
- Cc1ccc(S(=O)(=O)NCCC(=O)OCC(=O)Nc2cccc(Cl)c2)cc1
  1, 3, -0.4, 0, -4, 5, 6, -5
- Brc1ccccc1OCCN1CCOCC1
  -2, -3, 0.0, -10, -6, -4, 2, 6
- C[C@H]1CN([C@@H](C)CO)C(=O)c2c(c3ccccc3n2C)-c2ccccc2CO[C@H]1CN(C)CC1CC1
  2, -1, 0.0, -1, 27, 0, 2, 11
- COCC(C)n1c(SCC(=O)Nc2c(C)n(C)n(-c3ccccc3)c2=O)nc2ccccc2c1=O (stereo unspecified)
  1, -4, ., -20, -11, 5, -6, -3
- Cc1ccc(Cl)cc1NS(=O)(=O)c1ccc2c(c1)NC(=O)C(C)C(=O)N2 (stereo unspecified)
  7, 2, ., -14, -9, 2, -3, -2
- Cc1nc(N2CCCCC2C)c2c(C)c(C(=O)Nc3cccc(C(F)(F)F)c3)sc2n1 (stereo unspecified)
  ., 1, ., 0, -6, ., 4, .
- COc1cc(C(=O)OCCc2cc3ccccc3c(=O)o2)cc(OC)c1OC
  9, -2, 0.5, 9, -1, -4, 11, 2
- Cc1ccc(N(CC(=O)NC2CCCCC2)S(=O)(=O)c2cccs2)cc1
  -7, 2, ., 2, 1, 0, 6, 0
- Cn1c(SCC(=O)N2CCCC2)nc2c(c1=O)SCC2
  -1, 0, -0.2, 2, 6, -3, ., -10
- CCOC(=O)c1nnn(-c2nonc2N)c1CSc1ccccn1
  0, ., ., ., ., 2, -3, -19
- C/C(N)=C(/C#N)C(=O)COC(=O)c1ccccc1Cc1ccccc1
  ., 6, ., 7, -78, ., 2, .
- CN1CCN(C2CN(CCc3ccccc3)S(=O)(=O)C2)CC1 (stereo unspecified)
  -6, 4, ., -3, -8, 5, ., 5
- CCOC(=O)N1CCN(C(=S)NC(=O)c2ccc(F)c(F)c2)CC1
  ., -3, 0.4, 6, -4, ., 2, .
- Cc1c(C)n(C)c2ccc(C(=O)NCCCN3CCOCC3)cc12
  -8, -26, ., 1, 4, 1, 3, 8
- CN(C)c1cccc(C(=O)OCCCC(=O)c2ccc(F)cc2)c1
  8, -2, -0.2, 2, -17, 2, -7, 0
- O=C(COc1ccc2c(c1)OCO2)Nc1ccccc1F
  2, 0, ., 0, -3, -1, ., 3
- C[C@@H]1CN([C@@H](C)CO)C(=O)c2cc(NC(=O)NC3CCCCC3)ccc2O[C@H]1CN(C)CC1CCCCC1
  -1, 1, ., 3, -4, -1, 5, 0
- COc1ccc(CCNc2nc(-c3ccc(NC(C)=O)cc3)cs2)cc1OC
  6, -3, 1.0, 0, -29, -6, 0, -8
- CCOC(=O)Cc1[nH]nc2c1C(c1ccsc1)C(C#N)=C(N)O2 (stereo unspecified)
  ., 0, ., -5, -16, ., -1, .
- CCCCn1c(-c2ccco2)nc2oc3ccccc3c(=O)c2c1=O
  ., -1, ., -1, -29, ., -3, .
- COc1ccc(C(=O)N/C(=C/c2ccco2)C(=O)N2CCCCCC2)cc1
  2, 6, -1.8, ., -56, 2, 7, -14
- CN(C)C(CNC(=O)CCCOc1ccccc1)c1ccco1 (stereo unspecified)
  -4, ., ., ., ., -4, 4, -11

# Filtered by structure, those above containing a furan ring, fused or not
# Value order – esBAF inh, Casp6 inh, E-selectin induc, ERp5 block, RAD52 inh, PglD inh, ARNT-TACC3 inh, RAD54 inh
- CCCCn1c(-c2ccco2)nc2oc3ccccc3c(=O)c2c1=O
  ., -1, ., -1, -29, ., -3, .
- COc1ccc(C(=O)N/C(=C/c2ccco2)C(=O)N2CCCCCC2)cc1
  2, 6, -1.8, ., -56, 2, 7, -14
- CN(C)C(CNC(=O)CCCOc1ccccc1)c1ccco1 (stereo unspecified)
  -4, ., ., ., ., -4, 4, -11

# Continued:
# Value order – esBAF inh, Casp6 inh, E-selectin induc, ERp5 block, RAD52 inh, PglD inh, ARNT-TACC3 inh, RAD54 inh
- Cc1cccc(NC(=O)COC(=O)CCc2c[nH]c3ccccc23)c1
  -2, -2, ., 2, 1, -5, ., 2
- COc1ccccc1-c1sc2ccccc2c1-c1ccc(OCCN2CCOCC2)cc1
  -3, 1, 0.0, 2, -21, 2, 3, 7
- O=C(N/N=C/c1cc2c(cc1[N+](=O)[O-])OCO2)c1ccc2c(c1)OCO2
  5, 3, 0.1, 3, -9, ., -3, .
- CCOC(=O)C1(COCc2ccccc2)CCCCC1=O (stereo unspecified)
  1, -2, ., -1, -9, 0, ., -1
- COc1ccc(C(C)=O)cc1Cn1c(C)c(C(=O)NCc2ccc(C(F)(F)F)cc2)sc1=O
  -7, -1, ., -1, -50, -6, ., 15
- CCOc1ccc(S(=O)(=O)N2CCCCC2)cc1NC(=O)CN1C(=O)NC(C)(C2CC2)C1=O (stereo unspecified)
  1, 0, ., -1, -2, -2, 0, 0
- CCCCNC(=S)Nc1ccc(SC(F)F)cc1
  20, 0, -0.6, 5, 7, -3, -4, 3
- Cc1ccc(SCc2cc(=O)[nH]c(Nc3nc(C)c4ccc(C)cc4n3)n2)cc1
  ., -5, -1.9, ?, -12, ., -6, .
- Cc1ccn2c(=O)c(NC(=O)c3ccc(Br)o3)c(C)nc2c1
  ., -2, 0.4, -2, -2, -2, -5, -4
- C[C@@H]1CCCCO[C@@H](CN(C)C(=O)Nc2ccccc2)[C@@H](C)CN([C@H](C)CO)C(=O)c2cc(NS(=O)(=O)c3ccc(Cl)cc3)ccc2O1
  -18, 3, ., -1, -14, 1, ., 2
- COc1ccc(S(=O)(=O)N(C)C[C@@H]2Oc3ccc(NC(=O)C4CC4)cc3CC(=O)N([C@H](C)CO)C[C@@H]2C)cc1
  3, 1, -8.3, 5, 11, -2, -6, -5
- CCOC(=O)C1CCCN(C(=O)c2ccc3c(=O)n(Cc4ccccc4OC)c(=S)[nH]c3c2)C1 (stereo unspecified)
  1, 0, 4.2, 11, -11, 6, 5, 1
- COc1ccc(N(C(C)C(=O)Nc2cccnc2)S(C)(=O)=O)cc1 (stereo unspecified)
  ., 0, ., 4, -12, ., -1, .
- O=S(=O)(c1ccc(-c2ccccc2)cc1)N1C[C@@H]2N[C@H](C1)C2c1ccc(-c2cncnc2)cc1 (stereo partly specified)
  ., 2, 0.0, -4, 28, ., ., .
- C[C@@H]1CCCCO[C@H](CN(C)CC2CCCCC2)[C@H](C)CN([C@H](C)CO)C(=O)c2cc(NS(=O)(=O)c3ccc(Cl)cc3)ccc2O1
  0, ., 0.0, ., ., 1, -3, 21
- COCCNC(=O)c1cn(C(C)c2ccccc2F)nn1 (stereo unspecified)
  ., -1, -0.1, 4, -12, ., ., .
- CN(C)C(=O)C[C@H]1CC[C@H]2[C@@H](COC[C@@H](O)CN2CC2CCCC2)O1
  -11, -1, 0.0, 1, 13, 4, ., 2
- CCOc1ccccc1N1CC(C(=O)NCCOc2ccccc2OC)CC1=O (stereo unspecified)
  2, -84, -0.2, 2, 12, -2, -12, 3
- COc1ccc(S(=O)(=O)N2CCOCC2)cc1NC(=O)C1CCN(S(=O)(=O)c2ccc(Cl)cc2)CC1
  -5, 1, -0.2, 11, -16, 3, ., 0
- CO[C@H](CN(C)S(=O)(=O)c1cccc(Cl)c1)[C@H](C)CN([C@H](C)CO)S(=O)(=O)c1cccc(Cl)c1
  7, 0, 0.1, 2, 0, 7, -5, -3
- Cc1cccc(S(=O)(=O)N2CCCCN3[C@H](C2)[C@@H](c2ccc(C#C[C@@H](C)O)cc2)[C@@H]3CO)c1
  1, 1, -0.6, 0, -2, 11, 1, -18
- CCOc1ccc(Br)cc1CNCc1cccnc1
  -2, -1, ., 2, -11, -6, -2, -7
- O=C1CC(=O)Nc2cc(S(=O)(=O)Nc3ccc(F)cc3Cl)ccc2N1
  10, 0, 0.0, 0, -6, 0, 0, -9
- Cc1cc(C)cc(N2C(=O)CC(Sc3ncn[nH]3)C2=O)c1 (stereo unspecified)
  ., ., 13, 1, -15, ., -7, .
- Cc1noc(C)c1COc1cccc(C(=O)N(C)Cc2cccs2)c1
  -1, 1, 4.4, -7, -7, -1, ., 15
- COC(=O)c1cc(C)sc1NC(=O)CN1CCN(C(=O)C2CCCO2)CC1 (stereo unspecified)
  -6, -2, 1.0, 2, -3, -3, 1, 3
- Cc1ccc(S(=O)(=O)N2CCC[C@H]2C(=O)OCc2cc(=O)oc3cc(C)ccc23)cc1
  ., 1, -0.2, 2, -16, 2, -10, -3
